# TNAP activators: human TNAP enzyme activators, primary screen, biochemical, luminescent, no phosphate acceptor, uHTS (AID 1001); purified TNAP, luminescent activation assay, no phosphate acceptor; higher activation fold means a stronger effect; activation fold at 20 µM; hits with a dose series show EC50 in µM; 200,000 compounds, 0.03% hits; in the data active = activation fold from about 3, or a potency from the dose series; inactive = the rest, 99 in 100 with activation fold below about 1.6; also: many of its hits are not listed in these tables
# NOD1 NF-kB reporter: inhibition of NOD1-driven NF-kB reporter – cell-based, luminescence, uHTS, primary screen (AID 1578). NOD1-driven NF-kB luciferase reporter cells, luminescence; higher % means a stronger effect. 290,000 compounds, 1% hits. inhibition, % at 4 µM; hits with a dose series show EC50 in µM; in the data active = inhibition mostly above about 36%, no sharp cut-off; inactive = mostly below about 34%;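 also: HEK-293T reporter cells stimulated with the NOD1 agonist gamma-tri-DAP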
# XIAP displacement: XIAP antagonists, biochemical, IAP family, fluorescence polarization (AID 1018). 200,000 compounds, 0.007% hits. XIAP BIR domain, fluorescence polarization peptide displacement; higher % means a stronger effect. displacement, % at 20 µM; hits with a dose series show IC50 in µM; in the data active = displacement above about 50%; also: a part of the inactive calls stands beside numbers as strong as those of hits
# PMI inhibitors: inhibitors of human PMI, primary screen, biochemical, fluorescence intensity, coupled assay (AID 1209). 190,000 compounds, 0.42% hits. inhibition, % at 20 µM; hits with a dose series show IC50 in µM. purified PMI enzyme, coupled fluorescence intensity; higher % means a stronger effect;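 also: plate controls were DMSO vehicle for no effect and wells lacking substrate for full effect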
# human PMI inhibitors: human PMI inhibitors, high substrate, primary screen, biochemical, fluorescence intensity, high mannose 6-phosphate (AID 1220). 190,000 compounds, 0.66% hits. one-dose inhibition, % at 20 µM; IC50 in µM for titrated hits. recombinant PMI enzyme, coupled fluorescence intensity; higher % means a stronger effect
# HEK293 NOD2/NF-kB: inhibition of NOD2-driven NF-kB reporter – cell-based, luminescence, uHTS, HEK293 (AID 1566); inhibition, % at 4 µM; hits with a dose series show EC50 in µM; 290,000 compounds, 0.63% hits; HEK293 NOD2/NF-kB luciferase reporter, luminescence; higher % means a stronger effect; also: many of its hits are not listed in these tables
# KOR beta-arrestin-1: KOR antagonists, beta-arrestin recruitment, cell-based, luminescence, uHTS (AID 1778); KOR beta-arrestin recruitment, luminescence, antagonist mode; higher % means a stronger effect; one-dose inhibition, % at 10 µM; IC50 in µM for titrated hits; 290,000 compounds, 0.091% hits; also: strong numbers were not always called active
# LYP phosphatase: PTPN22 lymphoid phosphatase activity blockers – biochemical, fluorescence intensity, uHTS (AID 1779) | inhibition, % at 11.5 µM; hits with a dose series show IC50 in µM | 290,000 compounds, 0.054% hits | recombinant LYP phosphatase, fluorescence intensity; higher % means a stronger effect;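 also: plate controls were vehicle with enzyme for no effect and no enzyme for full effect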
# KOR beta-arrestin-2: kappa opioid receptor activators – cell-based, luminescence, uHTS, primary screen (AID 1777) | 280,000 compounds, 0.02% hits | KOR beta-arrestin recruitment, luminescence; higher % means a stronger effect | activation, % at 10 µM; hits with a dose series show EC50 in µM; in the data active = activation above about 50%, passing the limit was not always enough; also: a part of the inactive calls stands beside numbers as strong as those of hits
# * marks the source's active call; other numbers are inactive results; nt = not tested or not shown; [ ] = remark or other dose. Rule as the data show it, unless noted: active = inhibition above about 50%; inactive = the rest. An excerpt; rates above refer to the full screens.
SMILES,TNAP activators,NOD1 NF-kB reporter,XIAP displacement,PMI inhibitors,human PMI inhibitors,HEK293 NOD2/NF-kB,KOR beta-arrestin-1,LYP phosphatase,KOR beta-arrestin-2
CCC(=O)Nc1ccc(S(=O)(=O)Nc2c(NC)c3ccccc3oc2=O)cc1,nt,-1.1%,nt,nt,nt,23.0%,-20.1%,-12.0%,0.6%
COc1cccc(C2[C@H](C)C3(CCN2C)OCCO3)c1 (stereo not given in full),1,-16.1%,-9.0%,-6.2%,-5.3%,9.1%,18.4%,-4.4%,5.8%
O=C(NCc1ccc2c(c1)OCO2)c1cc([N+](=O)[O-])ccc1N1CCCCC1,0.8,-40.0%,-11.1%,5.9%,-0.4%,-57.8%,6.4%,4.4%,-5.2%
COc1ccccc1C(=O)NCCC(=O)Nc1ccc(OC(F)(F)F)cc1,nt,-10.7%,nt,nt,nt,4.3%,-26.2%,-10.1%,0.9%
Cc1ccc(S(=O)(=O)NCCC(=O)Nc2ccc(Cl)c(Cl)c2)cc1C,1,-4.5%,-4.6%,21.9%,17.2%,-20.6%,5.8%,-0.6%,-2.0%
Fc1ccc(OCc2cc(-c3ccccc3)no2)cc1,nt,-1.8%,nt,nt,nt,-11.5%,15.6%,-7.2%,-7.8%
Cc1cc(C)cc(NC(=O)C2CCC(CNC(=O)[C@@H]3Cc4ccccc4CN3)CC2)c1 (stereo not given in full),nt,-1.9%,nt,nt,nt,23.8%,-12.0%,-4.8%,-1.8%
Cc1c(NC(=O)C23CC4CC(CC(C)(C4)C2)C3)c(=O)n(-c2ccccc2)n1C,1.1,6.6%,-2.7%,7.0%,1.7%,17.3%,8.8%,-5.7%,0.3%
CN(CC(=O)NCc1ccncc1)S(=O)(=O)c1cc(Cl)ccc1Cl,nt,-28.1%,nt,nt,nt,9.7%,-31.7%,-6.4%,-1.2%
C=CCn1c(NCc2ccccc2)nc2ccccc21,1,-20.1%,-3.9%,-1.2%,-3.9%,-29.7%,-27.6%,-3.2%,4.1%
CN(C)C(CNC(=O)c1ccc(NS(=O)(=O)c2cccc([N+](=O)[O-])c2)cc1)c1ccco1 (stereo not given),nt,-27.5%,nt,nt,nt,-0.7%,16.4%,-1.7%,-2.5%
O=C(NCCN1C(=O)S/C(=C\c2ccccc2F)C1=O)C1CCN(S(=O)(=O)c2cccs2)CC1,1,12.3%,-2.9%,19.8%,12.9%,-10.1%,-1.4%,-0.7%,-0.4%
Cc1noc(C)c1CN1C(=O)NC2(CCCCCCC2)C1=O,1.2,7.6%,-2.0%,11.2%,7.0%,6.6%,-2.2%,-8.2%,-2.8%
O=C(Cn1cc(C(=O)c2cccs2)c2ccccc21)NCC1CCCO1 (stereo not given),1.1,-8.3%,0.5%,13.3%,11.5%,11.1%,35.0%,-3.5%,-6.1%
COc1ccc(C2c3c(oc4ccc(Cl)cc4c3=O)C(=O)N2Cc2ccco2)cc1OC (stereo not given),1.1,-28.3%,-3.3%,7.7%,13.8%,-3.5%,15.3%,-6.0%,0.3%
Cc1c(C(=O)N2CC3(CC(c4cccc(NC(=O)CC(c5ccccc5)c5ccccc5)c4)=NO3)C[C@@H]2C(N)=O)cc([N+](=O)[O-])cc1[N+](=O)[O-] (stereo not given in full),nt,2.7%,nt,nt,nt,14.8%,39.7%,0.0%,3.1%
N#Cc1cn(OCc2ccccc2)c(=O)[nH]c1=O,1,-30.8%,-2.7%,-3.1%,-0.6%,12.7%,-21.2%,-0.7%,-2.7%
Cc1cc2ccccc2n2c(SCC(=O)N3CCN(C(=O)c4ccco4)CC3)nnc12,1.1,0.9%,-4.5%,-3.4%,-6.1%,-3.4%,10.8%,-4.9%,-3.6%
Cc1c(NC(=O)COc2ccc(C(C)C)cc2)c(=O)n(-c2ccccc2)n1C,nt,-11.0%,nt,nt,nt,4.9%,14.2%,-11.4%,-1.7%
CN(C)CCOC(=O)C12CC3(C)CC(C)(CC(C)(C3)C1)C2,1,13.1%,-12.4%,-0.8%,-6.5%,19.0%,-14.9%,-14.0%,-4.3%
O=C(COc1ccc(Cl)cc1)NCc1nnc(SCC(=O)Nc2ccccc2)o1,1.1,-13.2%,-6.4%,9.6%,0.7%,-13.1%,nt,-2.8%,-9.0%
O=C(C1CCCCC1)N1CCN(c2ncccn2)CC1,1.1,-12.0%,-3.2%,11.8%,7.7%,3.5%,1.8%,-4.8%,-6.3%
O=C(CN1CCN(c2ccc(F)cc2)CC1)Nc1ccccc1[N+](=O)[O-],1,-30.8%,-5.5%,10.0%,14.9%,3.9%,-12.5%,-0.5%,-2.3%
O=C(O)c1cnn(-c2ccccc2)c1C(F)(F)F,1,-15.5%,-0.4%,-20.2%,-5.5%,13.7%,2.0%,-5.1%,-2.4%
COc1ccc(S(=O)(=O)N(CC(=O)NN=C2CCN(C)CC2)c2cc(Cl)ccc2OC)cc1OC,nt,-16.1%,nt,nt,nt,13.5%,-51.7%,-8.0%,-2.7%

# Sorted by length of the SMILES (largest number first): some entries from above
SMILES,TNAP activators,NOD1 NF-kB reporter,XIAP displacement,PMI inhibitors,human PMI inhibitors,HEK293 NOD2/NF-kB,KOR beta-arrestin-1,LYP phosphatase,KOR beta-arrestin-2
Cc1cc2ccccc2n2c(SCC(=O)N3CCN(C(=O)c4ccco4)CC3)nnc12,1.1,0.9%,-4.5%,-3.4%,-6.1%,-3.4%,10.8%,-4.9%,-3.6%
O=C(CN1CCN(c2ccc(F)cc2)CC1)Nc1ccccc1[N+](=O)[O-],1,-30.8%,-5.5%,10.0%,14.9%,3.9%,-12.5%,-0.5%,-2.3%
COc1ccccc1C(=O)NCCC(=O)Nc1ccc(OC(F)(F)F)cc1,nt,-10.7%,nt,nt,nt,4.3%,-26.2%,-10.1%,0.9%
CN(C)CCOC(=O)C12CC3(C)CC(C)(CC(C)(C3)C1)C2,1,13.1%,-12.4%,-0.8%,-6.5%,19.0%,-14.9%,-14.0%,-4.3%

# Additional records.
SMILES,TNAP activators,NOD1 NF-kB reporter,XIAP displacement,PMI inhibitors,human PMI inhibitors,HEK293 NOD2/NF-kB,KOR beta-arrestin-1,LYP phosphatase,KOR beta-arrestin-2
O=C(c1ccc(S(=O)(=O)NCC2CCCO2)cc1)N1CCN(c2ccccc2F)CC1 (stereo not given),1.1,8.4%,0.3%,-56.1%,-52.4%,9.3%,9.4%[20 µM],-7.6%,nt
CN(Cc1cc2ccccc2[nH]c1=O)S(=O)(=O)c1ccccc1,1.1,2.7%,-1.1%,9.5%,6.4%,-18.6%,-65.8%,-2.2%,-0.1%
O=C(COc1ccc(S(=O)(=O)N2CCOCC2)cc1)N1CCN(c2ccccc2)CC1,nt,14.1%,nt,nt,nt,31.2%,-5.1%,-17.9%,1.2%
O=C(CCN1CCN(CC(=O)Nc2ccccc2Cl)CC1)Nc1ccccc1F,1.1,6.7%,-2.7%,11.1%,9.9%,1.9%,-19.3%,-5.1%,16.5%
COCCn1c(C)nnc1SCC(=O)NNC(=O)c1ccc(Br)cc1,nt,-19.2%,nt,nt,nt,-13.4%,-78.1%,-4.2%,0.5%
COc1cccc2sc(N(CCCN(C)C)C(=O)c3ccc(S(=O)(=O)N4CCc5ccccc5C4)cc3)nc12,nt,-83.0%,nt,nt,nt,18.0%,-3.3%,-9.7%,-2.5%
O=C(Nc1nnc(-c2ccc(F)cc2)s1)C1CCN(S(=O)(=O)c2ccc(Cl)cc2)CC1,1.1,-16.1%,-9.6%,11.8%,-2.5%,1.3%,13.9%,-10.3%,55.2%
CN(C)CCOC(=O)c1ccc(COc2ccccc2Br)o1,nt,-6.9%,nt,nt,nt,-18.3%,-0.3%,-10.2%,-2.2%
Cc1nc(-c2ccccn2)nc(SCC(=O)c2ccccc2)c1Cl,nt,-0.9%,nt,nt,nt,22.1%,-1.9%,0.3%,3.9%
N#Cc1nc(-c2ccc(OCc3ccc(Cl)cc3)cc2)oc1NCc1cccnc1,1,-76.6%,-3.0%,6.8%,8.7%,0.0%,11.3%,-1.6%,-2.6%
CSCCC1NC(=O)NC1=O (stereo not given),1.1,-6.2%,-0.6%,-5.3%,-0.6%,-10.0%,-11.3%,-0.3%,-2.1%
CN=c1sc2ccccc2n1CC(O)COc1ccccc1 (stereo not given),1.1,-22.4%,-1.7%,7.8%,9.1%,-11.6%,1.3%,-7.6%,8.3%
Cc1nc(N2CCN(C(=O)c3ccco3)CC2)nc2c1C(=O)CC(C)C2 (stereo not given),nt,-30.6%,nt,nt,nt,15.2%,-2.8%,-7.2%,-6.9%
Cc1ccc(-c2noc(-c3ccccc3Br)n2)cc1,1.1,-71.3%,4.4%,3.5%,6.1%,-174.3%,21.8%,-10.7%,4.6%
Cc1oc(-c2ccccc2F)nc1CS(=O)(=O)CC(=O)N1CCN(c2ccccc2)CC1,1.1,-0.4%,-5.0%,0.8%,4.2%,3.1%,-30.7%,-6.7%,4.9%
CSCCNC(C)=O,1.2,3.7%,-2.6%,-12.0%,-10.6%,-1.2%,-10.8%,-3.2%,-4.6%
Cc1ccc(-c2nnc(Nc3ccc(CC(N)=O)cc3)c3ccccc23)cc1S(=O)(=O)NCC1CCCO1 (stereo not given),nt,-1.9%,nt,nt,nt,18.1%,5.1%,-5.5%,2.2%
CCOc1ccccc1/C=C(/NC(=O)c1ccccc1)C(=O)NCC(=O)O,1.1,-13.5%,-5.5%,16.8%,8.6%,15.8%,24.4%,-3.1%,-2.6%
COc1cccc2cc(C(=O)Nc3ccc(S(=O)(=O)NCC4CCCO4)cc3)c(=O)oc12 (stereo not given),nt,-3.6%,nt,nt,nt,14.4%,10.1%,2.8%,8.7%
CN(C)S(=O)(=O)c1ccc(Cl)c(NC(=O)COC(=O)c2ccc3c(c2)NC(=O)CS3)c1,nt,-3.5%,nt,nt,nt,21.0%,3.5%,2.8%,5.2%
COC(=O)c1nc(NC(=O)C(C)(C)C)n[nH]1,1.1,-17.0%,-0.3%,12.6%,11.2%,20.5%,12.1%,-3.3%,1.2%
CC(C)Cc1nnc(NC(=O)CCC(=O)NC2CCCC2)s1,nt,-20.3%,nt,nt,nt,2.4%,7.4%,-1.6%,-0.8%
CC(C)c1nnc(SCC(=O)N2CCN(C(=O)c3ccco3)CC2)n1N,1,-24.6%,-7.9%,-7.6%,-7.7%,10.9%,-11.2%,-2.0%,2.9%
CCCN(CC(=O)Nc1ccccc1C)CC(=O)Nc1ccc(Br)cc1F,nt,15.1%,nt,nt,nt,-51.8%,-0.9%,-3.1%,1.4%
Cc1ccccc1Cn1cc(NC(=O)CSc2nc3c(c(C(F)(F)F)n2)CCc2ccccc2-3)cn1,1,-11.0%,-7.4%,-2.5%,-2.6%,-16.4%,-20.8%,10.0%,4.7%
Cc1cc(C)n(C(=O)COc2c(C)cccc2C)n1,1.1,-4.5%,-8.6%,-5.3%,-9.6%,-13.2%,4.7%,-14.0%,0.4%
Cc1ccc(OCC(=O)N(Cc2cccc(F)c2)C2CCS(=O)(=O)C2)cc1 (stereo not given),nt,-9.6%,nt,nt,nt,-1.9%,2.2%,-8.0%,-4.2%
CCOc1ccc(NC(=O)CN2C(=O)CCSc3ccc(S(=O)(=O)N4CCCC4)cc32)cc1,nt,-9.0%,nt,nt,nt,15.7%,2.8%,-3.5%,4.1%
CC(O)CNCCCOc1cccc(Oc2ccccc2)c1 (stereo not given),1.1,-38.4%,-3.0%,-0.6%,-4.8%,-14.0%,-35.1%,3.5%,-6.2%
O=C(CNC(=O)c1ccccc1Br)N/N=C/c1ccc(O)cc1,1.1,-16.0%,-6.3%,-8.4%,-8.3%,-6.8%,-3.4%,-6.4%,-3.0%

# Assay outcomes (PubChem)
